Source: PubChem BioAssay
FBW7 act: human FBW7 E3 ligase activation, primary screen; Q969H0; AlphaScreen FBW7–phospho-cyclin E peptide binding, activator screen; normalized activity (activation), % at 26.1 µM; 650,000 tested, 0.13% active; AID 1259310; in the data active = normalized activity above about 1.9%;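 note: purified mutant Fbw7 with reduced substrate affinity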
GPR151 ag: human GPR151 activation | 650,000 tested, 1% active | AID 1508602 | PathHunter beta-arrestin GPR151 cells, luminescence | activation, % at 11.2 µM; in the data active = activation above about 4.9%;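 note: 0% = median of compound wells and 100% = cells with positive control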
Target sequence (Q8TDV0 whole entry, looked up): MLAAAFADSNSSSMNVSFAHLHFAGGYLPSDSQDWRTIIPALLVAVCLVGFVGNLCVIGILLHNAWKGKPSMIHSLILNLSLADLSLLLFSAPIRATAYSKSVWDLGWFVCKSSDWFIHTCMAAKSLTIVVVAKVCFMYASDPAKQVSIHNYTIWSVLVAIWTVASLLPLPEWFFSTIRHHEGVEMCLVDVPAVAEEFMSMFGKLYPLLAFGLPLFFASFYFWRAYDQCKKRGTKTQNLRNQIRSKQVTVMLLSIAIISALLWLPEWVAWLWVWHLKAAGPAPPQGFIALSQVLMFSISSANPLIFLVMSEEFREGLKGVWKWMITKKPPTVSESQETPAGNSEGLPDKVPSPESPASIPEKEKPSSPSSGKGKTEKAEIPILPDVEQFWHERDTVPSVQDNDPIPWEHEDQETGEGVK
TEAD-YAP inh: TEAD-YAP interaction inhibition; HEK-TIYL cells, TEAD-Gal4/YAP UAS-luciferase luminescence; inhibition, % at 9.12 µM; 640,000 tested, 1.4% active; in the data active = inhibition above about 32%;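 note: 0% = median of test compound wells and 100% = reference inhibitor wells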
MITF primary: human MITF inhibition, primary screen; O75030; AlphaScreen MITF homodimerization, bead proximity signal; inhibition, % at 2.6 µM; 650,000 tested, 0.91% active; in the data active = inhibition above about 50%;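 note: 0% = vehicle wells with protein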
Target sequence (O75030 whole entry, looked up): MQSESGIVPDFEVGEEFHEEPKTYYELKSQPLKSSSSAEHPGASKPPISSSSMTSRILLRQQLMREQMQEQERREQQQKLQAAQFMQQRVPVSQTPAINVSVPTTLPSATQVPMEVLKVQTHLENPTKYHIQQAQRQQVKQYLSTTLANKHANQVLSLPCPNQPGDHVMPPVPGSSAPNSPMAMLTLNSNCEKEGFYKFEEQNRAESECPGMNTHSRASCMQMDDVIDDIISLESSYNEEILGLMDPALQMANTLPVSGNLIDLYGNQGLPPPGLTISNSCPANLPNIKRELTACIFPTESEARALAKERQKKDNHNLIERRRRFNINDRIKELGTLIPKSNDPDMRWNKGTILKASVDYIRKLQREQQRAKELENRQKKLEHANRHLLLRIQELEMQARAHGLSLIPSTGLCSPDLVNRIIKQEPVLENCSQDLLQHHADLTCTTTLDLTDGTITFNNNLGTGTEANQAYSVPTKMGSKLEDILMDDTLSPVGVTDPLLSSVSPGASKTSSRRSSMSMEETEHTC
Active calls of the source: *; nt = no result given.

compound,FBW7 act,GPR151 ag,TEAD-YAP inh,MITF primary
CC(=O)Nc1ccc(C(=O)N(c2ccccc2)c2ccc3ccccc3c2)cc1,0.2,-1.3,-5,16
NC(=O)C1(N2CCCCC2)CCNCC1,0.7,0.2,-10,22
O=C1COc2ccc([N+](=O)[O-])cc2CN1,0.1,-1.0,-8,-3
COc1ccccc1C1Nc2ccccc2-c2nnc(SC)nc2O1 (configuration not stated),0.1,-0.2,-8,-6
O=C1C(Cc2ccccc2)NC(=S)N1CC1CCCO1 (configuration not stated),0.0,-0.1,0,3
CCOc1ccc(-c2nnc3ccc(SCC(=O)NCc4ccccc4)nn23)cc1,0.4,-0.6,-22,4
COC(=O)c1ccc(-n2c(C)cc(C(=O)CN3CCC(C)CC3)c2C)cc1,0.0,-0.4,6,1
COCCNC(=O)c1c[nH]c2ccc(S(=O)(=O)N(CCCN3CCOCC3)Cc3ccco3)cc2c1=O,0.6,-1.5,-4,35
CS(=O)(=O)NCC(c1ccco1)S(=O)(=O)c1ccc(F)cc1 (configuration not stated),0.0,0.5,4,6
NC(=O)C1CCN(C(=S)NC(=O)c2ccc(Cl)cc2)CC1,2.3*,-0.3,-6,7
C=CCOc1ccccc1C(=O)N/N=C/c1cccnc1,0.7,0.0,-6,7
CN1CCN(C(=O)c2ccc(CN(c3ccccc3)S(C)(=O)=O)cc2)CC1,0.0,-0.3,4,3
CCCC1N=C(c2ccc(Br)cc2)CC(c2ccccc2O)N1 (configuration not stated),0.0,1.3,-15,5
COc1ccc(-c2cc(C(F)(F)F)n3ncc(C(=O)Nc4ccccc4Cl)c3n2)cc1OC,-0.1,-1.3,-2,2
COc1ccc(OCCOc2cccc3cccnc23)cc1,0.1,-1.7,-13,18
N#Cc1cccc(NC(=O)CCc2nc(-c3ccccc3F)no2)c1,-0.1,-0.2,14,9
COc1ccccc1NC(=O)CSc1nnc(C)c(=O)n1N,0.3,0.7,-1,4
Cc1c(C(=O)Nc2ccc3oc(-c4cccnc4)nc3c2)cccc1[N+](=O)[O-],0.0,11*,-3,14
CCOC(=O)Cc1csc(NC(=O)CSc2nc3ccccc3c(=O)[nH]2)n1,0.0,-0.6,-12,-15
Cc1ccc(NC(=O)c2c(O)c3cccc4c3n(c2=O)CCC4)cc1,0.1,1.9,-12,4
CN(C)c1ccc(/C=C/C(O)=C2/C(=O)N(C)C3(C)CC2c2cc(Cl)ccc2O3)cc1 (configuration not stated),0.1,-0.2,-8,5
COc1cccc(-n2nc(C(=O)NCCN3CCOCC3)c3ccccc3c2=O)c1,0.2,3.6,1,-4
Cc1ccc(NC(=O)Cn2cnc3c(cnn3C(C)(C)C)c2=O)cc1,-0.1,1.2,0,7
COc1ccc(NC(=S)Nc2ccc(OC(F)F)cc2)cn1,-0.1,0.0,-4,-6
COc1ccc2c(=O)c(-c3ccc(Br)cc3)coc2c1,0.0,2.5,-35,3
c1ccc(CN2CCC(Nc3nc(N4CCN(c5ccccn5)CC4)nc4nc[nH]c34)CC2)cc1,0.2,0.5,6,-5
CCC1=NN2C(=N)/C(=C/c3ccc(OCCOc4ccccc4C)c(OC)c3)C(=O)N=C2S1,-0.1,2.2,1,-10
COc1ccc(NC(=O)c2sc3ncn(Cc4ccccc4F)c(=O)c3c2C)c(OC)c1,0.1,-0.2,0,4
CCOc1ccc(CN2CCC(n3nccc3NC(=O)c3ccccc3OC)CC2)cc1,-0.3,1.9,-1,-3
Cc1nc(NCc2c(C)nn(C)c2Cl)sc1-c1ccn(C2CCOC2)n1 (configuration not stated),-0.1,1.8,3,54*
Cc1ccc(OCCOCCOc2ccccc2/C=C(\C#N)C(N)=O)cc1,0.0,4.5,5,7
CC(=O)C(Sc1nnc(-c2cccc(S(=O)(=O)N3CCOCC3)c2)o1)C(C)=O,-0.2,-0.7,-3,15
COCCNC(=O)/C=C/c1ccc(OCc2ccccc2)cc1,-0.1,0.0,3,1
Cc1ccc(NC(=O)/C=C/c2ccc(C)o2)c(Br)c1,0.1,1.5,-51,12
CN(Cc1ccc(F)cc1)C(=O)CCc1nnc(CCc2ccccc2)o1,0.1,-0.7,-39,8
CCCCNC(=O)CN1C(=O)c2cccc3cccc1c23,0.0,1.9,1,-4
O=C(c1ccc[nH]c1=S)N1CCN(c2ccccc2Cl)CC1,-0.1,-0.9,7,10
O=C(NCCN1CCOCC1)c1cc2n(n1)C(C(F)(F)F)CC(c1ccc(F)cc1)N2 (configuration not stated),0.1,-0.3,1,4
O=C(Cc1ccccc1)NC(=S)Nc1ccccc1O,-0.2,-0.2,-2,-2
CCCCNC(=O)CCCCCNS(=O)(=O)c1ccc(Br)cc1,0.0,1.3,0,4
CCCCC[C@H](O)/C=C/[C@H]1[C@H](O)CC(=O)[C@@H]1C/C=C/CCCC(=O)O,nt,1.9,nt,5
Cc1ccc(C(=O)Nc2ccc(S(=O)(=O)Nc3nccs3)cc2)o1,-0.1,-0.1,8,11
COc1ccc(C(=O)COC(=O)C23CC4CC(CC(C4)C2)C3)c(OC)c1,-0.1,2.4,4,4
Cc1ccc(OCCSc2nc3ccccc3c(=O)[nH]2)cc1C,0.0,-1.3,-7,11
CC(C)(O)C#Cc1ccc(C(=O)N2CCC(C(N)=O)CC2)cc1,0.0,0.3,-2,18
Cc1cc(-c2nnc(NC(=O)COc3ccccc3C)o2)n(C)n1,-0.5,0.5,0,15
Cc1ccc(NC(=O)COC(=O)c2ccccn2)cc1C,-0.3,0.5,10,13
N#CCCn1c(=S)n(CCC#N)c2ccccc21,0.0,1.0,6,9
COC(=O)CN(C)Cc1c(C(=O)N2CCN(C3CCCCC3)CC2)nc2ccccn12,0.6,0.4,1,14
N#Cc1cc2cc3c(cc2nc1NCCNS(=O)(=O)c1ccc(Cl)cc1)OCO3,0.1,-0.4,-4,-13
CCN(CC)C(=O)C1CCCN(c2nc(NCCc3ccc(OC)cc3)nc(N(CC)CC)n2)C1 (configuration not stated),0.2,-0.3,-13,17
COc1ccc(CN2CCc3nnc(C(C)NC(=O)C(C)C)n3CC2)c(OC)c1C (configuration not stated),-0.3,-0.1,-2,-9
CCCC(=O)Nc1nnc(SCc2cccc(F)c2)s1,0.0,-1.4,-6,-15
O=C(NCc1ccccc1)c1csc(NC2CCC(O)CC2)n1 (configuration not stated),0.0,-1.9,-3,8
COc1ccc(CNC(=O)CN(C)S(=O)(=O)c2ccc(Br)cc2)cc1,0.6,-1.2,15,16
CCc1ccc[n+](-c2[nH]c(=O)sc2/C=N/NC(N)=S)c1,0.0,-0.2,-8,-8
Cc1ccsc1C1CC(=O)NC2=C1C(=O)CC(C)(C)C2 (configuration not stated),0.4,-0.3,13,3
CCOC(=O)C1=C(C)NC2=C(C(=O)C(C(=O)OCC)C(c3cccc(OC)c3)C2)C1c1ccccn1 (configuration not stated),0.3,0.8,5,7
O=C1c2cccc3c(N4CCCC4)ccc(c23)C(=O)N1c1ccc(O)cc1,-0.2,0.5,-7,-6
COc1ccc2oc(=N)c(-c3nc4ccccc4[nH]3)cc2c1,-0.1,-2.2,-14,-1

Two records drawn at random from the list so far:
compound,FBW7 act,GPR151 ag,TEAD-YAP inh,MITF primary
CCN(CC)C(=O)C1CCCN(c2nc(NCCc3ccc(OC)cc3)nc(N(CC)CC)n2)C1 (configuration not stated),0.2,-0.3,-13,17
CCc1ccc[n+](-c2[nH]c(=O)sc2/C=N/NC(N)=S)c1,0.0,-0.2,-8,-8

Twelve neighbouring compounds out of the list so far, quoted:
compound,FBW7 act,GPR151 ag,TEAD-YAP inh,MITF primary
COc1ccccc1C1Nc2ccccc2-c2nnc(SC)nc2O1 (configuration not stated),0.1,-0.2,-8,-6
O=C1C(Cc2ccccc2)NC(=S)N1CC1CCCO1 (configuration not stated),0.0,-0.1,0,3
CCOc1ccc(-c2nnc3ccc(SCC(=O)NCc4ccccc4)nn23)cc1,0.4,-0.6,-22,4
COC(=O)c1ccc(-n2c(C)cc(C(=O)CN3CCC(C)CC3)c2C)cc1,0.0,-0.4,6,1
COCCNC(=O)c1c[nH]c2ccc(S(=O)(=O)N(CCCN3CCOCC3)Cc3ccco3)cc2c1=O,0.6,-1.5,-4,35
CS(=O)(=O)NCC(c1ccco1)S(=O)(=O)c1ccc(F)cc1 (configuration not stated),0.0,0.5,4,6
NC(=O)C1CCN(C(=S)NC(=O)c2ccc(Cl)cc2)CC1,2.3*,-0.3,-6,7
C=CCOc1ccccc1C(=O)N/N=C/c1cccnc1,0.7,0.0,-6,7
CN1CCN(C(=O)c2ccc(CN(c3ccccc3)S(C)(=O)=O)cc2)CC1,0.0,-0.3,4,3
CCCC1N=C(c2ccc(Br)cc2)CC(c2ccccc2O)N1 (configuration not stated),0.0,1.3,-15,5
COc1ccc(-c2cc(C(F)(F)F)n3ncc(C(=O)Nc4ccccc4Cl)c3n2)cc1OC,-0.1,-1.3,-2,2
COc1ccc(OCCOc2cccc3cccnc23)cc1,0.1,-1.7,-13,18

Carrying on.
compound,FBW7 act,GPR151 ag,TEAD-YAP inh,MITF primary
C=CCNC(=O)C1CCN(C(=O)NCc2ccccc2)CC1,-0.2,10.0*,1,0
C=CCNC(=O)c1ccc2c(c1)NC(=O)C(CSCc1cccc(Cl)c1)N2 (configuration not stated),-0.1,-2.0,12,7
CC(C)CCn1c(=O)c(-c2ccc3ccccc3n2)cc2ccccc21,0.1,0.3,-24,-4
CN(C)C1CCN(c2cc(-c3cn[nH]c3)ccc2NC(=O)C2COc3ccc(F)cc3C2)C1 (configuration not stated),-0.1,0.2,2,12
CCOC(=O)C1=C(C)N(Cc2ccccc2)C(=O)NC1c1c(OCC)ccc2ccccc12 (configuration not stated),-0.1,-0.2,0,8
CCOC(=O)/C(C#N)=C\c1cn(CCC(=O)O)nc1-c1ccc(C)cc1,-0.1,-1.7,-3,1
COc1ccc(/C=C(/NC(=O)c2ccccc2Br)C(=O)NC(CCC(=O)O)C(=O)O)c(OC)c1 (configuration not stated),0.3,0.2,-1,5
CN(Cc1ccc(F)cc1)C(=O)CCc1nnc(-c2ccccc2)o1,0.1,-1.3,10,5
CCC(SC1=Nc2ccccc2C2=NC(Cc3ccccc3)C(=O)N12)C(=O)Nc1ccc2c(c1)OCO2 (configuration not stated),-0.3,2.5,-19,-2
CC(=O)NCC(=O)N(Cc1cccs1)C1(C(=O)NC2CCCCC2)CCCCC1,0.0,1.5,8,2
COc1ccc(CCNC(=O)CCC(=O)Nc2nc(-c3cc4cc(Cl)ccc4oc3=O)cs2)cc1OC,0.0,-1.0,9,17
COc1ccc(C2CC(c3cccs3)=NN2C(=O)CCCC(=O)O)cc1OC (configuration not stated),0.5,-1.7,2,10
Cc1ccc(N=C2NC(=O)C(CC(=O)Nc3ccc(C)cc3)S2)cc1 (configuration not stated),-0.1,0.4,1,-12
COc1ccc(/C=C(/C#N)C(N)=S)c(OC)c1,0.1,2.0,5,18
CCCCSc1nc2ccccc2n1CC(=O)O,0.1,0.3,5,2
CCn1cc(CNC(=O)CCc2nnc(CCCc3ccccc3)o2)cn1,-0.1,-0.4,-14,0
Nc1nc(N2CCN(c3ccccn3)CC2)nc2c1ncn2-c1ccccc1,0.2,-0.2,0,11
NC(=O)C[n+]1ccn2c(NC3CCCCC3)c(-c3ccccc3O)nc2c1,-0.2,0.2,5,4
COc1cc2c(cc1OC)n(CC(=O)NCc1ccc(F)cc1)n1c(C)cc(=O)nc21,-0.3,-0.3,2,0
Cn1cc(C(=O)NCCC2=CCCCC2)c(=O)c2cc(S(=O)(=O)N3CCCC3)ccc21,-0.1,0.9,9,5
Cc1ccc2cc(CN(CCCN3CCOCC3)C(=O)NC3CCCCC3)c(=O)[nH]c2c1,0.2,1.8,3,-5
CCCN(CCC)c1nc(-c2ccncc2)nc2cnccc12,0.0,-0.1,31,-5
Cc1sc(NC(=O)c2ccc(S(=O)(=O)N3CCCC(C)C3)cc2)c(C#N)c1C (configuration not stated),0.0,4.1,-7,-5
CC(=O)Nc1ccc(NC(=O)C2CCCCC2)cc1,0.1,2.1,-9,-9
CC(C)c1nc(C(=O)N2CCC(CCC(=O)NCc3ccc(F)cc3)CC2)cs1,-0.1,0.8,7,2
O=C(NCCc1c[nH]c2ccccc12)/C(=C/c1cccnc1)NC(=O)c1ccccc1,0.1,0.4,12,-9
COc1ccc(OC)c(NCc2c(CO)cnc(C)c2O)c1,-0.2,-0.5,-5,-5
O=C(NCc1ccccc1)/C(=C\c1ccc([N+](=O)[O-])cc1)NC(=O)c1ccco1,0.0,0.4,-2,1
COc1ccc(N2C(=O)CC(NNC(N)=O)C2=O)cc1 (configuration not stated),0.9,-0.3,7,7
O=C(NC1CCN(Cc2ccccc2)CC1)c1cccc(Nc2ccccn2)n1,0.0,-0.8,9,27
CCCN(CCC)CCNC(=O)c1[nH]c(C)c(C(C)=O)c1C,0.1,0.8,6,2
COc1ccc(C2(C(F)(F)F)NC(=O)C3=C(CC(C)(C)CC3=O)O2)cc1 (configuration not stated),-0.1,0.9,-2,7
Cc1cc(C(=O)NCCC2=CCCCC2)cs1,-0.1,-1.9,-47,-6
O=C(CN1CCCCCC1)Nc1ccccc1Cl,0.8,2.8,9,10
CCOc1ccccc1Nc1c2c(nc3ncnn13)CCC2,-0.1,1.1,-9,-2
Cc1ccc(NC(=O)C2Cc3ccccc3CN2S(=O)(=O)c2cccs2)cc1 (configuration not stated),0.1,-0.3,8,11

Not a hit list (roughly 3.4% active in at least one column).
